# KAT2A inh: GCN5L2 (KAT2A) acetyltransferase inhibition. Q92830. GCN5L2 HAT assay, ThioGlo1 CoA-SH fluorescence. Potency, µM (titrated, usually from 58.9 µM), for the others: at the highest dose activity change, negative = inhibition, usual class: inhibitors. 390,000 tested, 0.21% active. AID 504327
#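 Fluorescence readout, Ex340nm/Em540nm: ThioGlo1 (50uM final) reacts with free CoA thiol released as 20nM GCN5L2 acetylates H3(1-25) peptide (75uM) using acetyl-CoA (70uM). Compound and enzyme sat 15 min beforehand; 20 min room-temperature reaction.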
# TDP1 cell noCPT: qHTS for Inhibitors of human tyrosyl-DNA phosphodiesterase 1 (TDP1): qHTS in cells in absence of CPT; 420,000 tested, 15% active; AID 686978, 2013; DT40 Tdp1-/- hTDP1 cells, no CPT, ATP luminescence, 48 h; Potency, µM (doses to about 46.2 µM), for the others: at the highest dose activity change, negative = growth inhibition, hits mostly inhibitors; further: nearly all actives have a fitted effect of over 55% in size
#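 Compound effects on proliferation are scored in DT40 Tdp1-/-;hTDP1 cells in the absence of CPT. ATP levels (CellTiter-Glo luminescence) are recorded after a ≥48 hr, 37 °C incubation.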
# TDP1 block: inhibitors of human tyrosyl-DNA phosphodiesterase TDP1; Potency, µM (doses to about 130 µM), without a hit: top-dose activity change, negative = inhibition, actives largely listed as inhibitors; 350,000 tested, 0.28% active; recombinant TDP1, AlphaScreen DNA substrate cleavage; further: nearly all actives have a fitted effect of over 40% in size
# Target sequence (Q9NUW8 whole entry, looked up): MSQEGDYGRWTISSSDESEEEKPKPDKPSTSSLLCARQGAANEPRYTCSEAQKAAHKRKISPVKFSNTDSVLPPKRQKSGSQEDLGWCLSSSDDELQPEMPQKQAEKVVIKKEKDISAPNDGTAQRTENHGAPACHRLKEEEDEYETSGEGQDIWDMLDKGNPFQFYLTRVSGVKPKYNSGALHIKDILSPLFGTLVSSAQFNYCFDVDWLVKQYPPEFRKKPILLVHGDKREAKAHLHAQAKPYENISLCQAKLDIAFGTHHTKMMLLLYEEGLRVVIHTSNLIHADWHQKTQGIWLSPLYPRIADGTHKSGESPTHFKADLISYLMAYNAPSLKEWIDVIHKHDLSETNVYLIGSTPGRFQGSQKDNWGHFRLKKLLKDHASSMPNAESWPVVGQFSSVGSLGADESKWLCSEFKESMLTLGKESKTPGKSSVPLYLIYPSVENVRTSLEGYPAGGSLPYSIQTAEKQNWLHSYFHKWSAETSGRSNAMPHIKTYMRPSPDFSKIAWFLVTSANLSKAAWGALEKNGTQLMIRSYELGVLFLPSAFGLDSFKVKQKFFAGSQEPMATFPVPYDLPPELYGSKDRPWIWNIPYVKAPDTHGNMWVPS
#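 Enzyme-compound mixtures sat 15 min at room temperature, followed by a 5 min reaction with 15 nM final substrate and 10 min with AlphaScreen beads. Recombinant human Tdp1 was used at 1 nM final.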
# * hit, by the source's call; ? = inconclusive; . = not tested or not shown; & = joins results of further samples; ! = not confirmed by another sample; [ ] = dose if it differs, or a comment. The call rests on the fitted dose curve; in most records, active means well fitted curve in the direction sought with a large enough effect; inconclusive means small, poorly fitted or top-dose-only effect, or another doubt; inactive means no such curve, though single readings can be large; an effect the other way counts as inactive or inconclusive. On the % scale 0 is the no-effect control and ±100 the full control effect; potency means the concentration at half of the fitted maximal effect.
SMILES,KAT2A inh,TDP1 cell noCPT,TDP1 block
CCCCN(CC)CCCNC(=O)Cn1ncc2c([nH]c3ccc(C)cc32)c1=O,-2.8%,?,5.3%
O=C(CSc1ncc2c(n1)-c1ccc(Cl)cc1N(Cc1ccccc1)S2(=O)=O)Nc1ccc(F)c(F)c1,-9.0%,18.4µM*,7.9%
Cc1nn(C)c(C(=O)Nc2ccn(Cc3c(F)c(F)cc(F)c3F)n2)c1[N+](=O)[O-],-3.3%,?,6.8%
CC1CCc2nc(NC(=O)COc3ccc(C(C)(C)C)cc3)sc2C1 (centres undefined),-10.0%,?,2.6%
COc1ccc(OCCSc2nnc(-c3ccccc3)n2N)cc1,-1.2%,?,0.0%
CC(OC(=O)/C=C/c1ccc2ccccc2n1)C(=O)NCc1ccccc1 (centres undefined),-0.7%,?,0.4%
COc1ccc(CNc2ncncc2-c2ccoc2)c(OC)c1,-9.6%,?,.
O=C(C[n+]1cc(-c2ccc(Cl)cc2)n2c1CCC2)Nc1nc(-c2ccccc2)cs1,-0.6%,5.8µM*,7.1%
CCN(Cc1ccccc1)C(=O)c1oc2ccc(C)cc2c1C,-13.3%,?,-20.2%
CCN(CC)C(=O)c1sc2c(c1C)c(=O)n(-c1ccc(C)c(C)c1)c(=O)n2Cc1cc(=O)n2c(C)cccc2n1,-10.6%,?,3.4%
CC(C)Oc1ccc2c(=O)c(-c3ccccc3)coc2c1,2.7%&2.8%,18.4µM*!,5.5%&-8.2%&0.0%
COc1cccc(CN2CCC(C(=O)N3CCC(C)CC3)CC2)c1,3.0%,-5.2%,0.0%
COc1ccc(C(=O)Nc2ccnn2C2CCN(Cc3ccccn3)CC2)cc1,-0.9%,21.4%,5.2%
CCC(c1nnnn1CCOC)N1CCN(c2nc3ccccc3s2)CC1 (centres undefined),-2.8%,?,3.6%
CCC1=Nc2cc(C(=O)NCCCN3CCOCC3)ccc2Sc2ccc(Br)cc21,-4.2%,3.66µM*,-4.4%

# In a second layout: entries from further up
mol | KAT2A inh | TDP1 cell noCPT | TDP1 block
COc1ccc(OCCSc2nnc(-c3ccccc3)n2N)cc1 | -1.2% | ? | 0.0%
CC(OC(=O)/C=C/c1ccc2ccccc2n1)C(=O)NCc1ccccc1 (centres undefined) | -0.7% | ? | 0.4%
COc1ccc(CNc2ncncc2-c2ccoc2)c(OC)c1 | -9.6% | ? | .
O=C(C[n+]1cc(-c2ccc(Cl)cc2)n2c1CCC2)Nc1nc(-c2ccccc2)cs1 | -0.6% | 5.8µM* | 7.1%
CCN(Cc1ccccc1)C(=O)c1oc2ccc(C)cc2c1C | -13.3% | ? | -20.2%
CCN(CC)C(=O)c1sc2c(c1C)c(=O)n(-c1ccc(C)c(C)c1)c(=O)n2Cc1cc(=O)n2c(C)cccc2n1 | -10.6% | ? | 3.4%

# Further compounds follow.
SMILES,KAT2A inh,TDP1 cell noCPT,TDP1 block
COc1ccc(-n2ccnc2SCC(=O)NCc2ccc3c(c2)OCO3)cc1,-2.7%,?,6.6%
Cc1ccc(NC(=O)c2cccc(N3C(=O)CCC3=O)c2)nc1,-0.8%,-2.3%,9.3%
Cc1ccc(NC(=O)COC(=O)C2C3CC4OC(=O)C2C4C3)cc1Cl (centres undefined),-1.9%,-24.0%,.
CC(C)(C)[C@@H]1C=C(C(=O)N2CCN(Cc3ccc4c(c3)OCO4)CC2)O[C@H](OCc2ccc(CO)cc2)C1,-5.9%,16.4µM*,5.1%
CN(C)c1ccc(/C=C/C(=O)c2cccc(Br)c2)cc1,4.2%,20.6µM*,.
NC(=O)NCc1ccc(C(=O)OCc2ccncc2)cc1,3.3%,-1.1%,-1.3%
Cc1ccc(N2C(=O)CS(=O)(=O)C23C(=O)N(C)c2ccccc23)cc1F (centres undefined),29.7%,4.1%,3.2%
O=C(NCCc1ccccc1)C1CCCN1C(=O)Nc1cccc(Cl)c1 (centres undefined),-3.9%,?,.
Cc1ccc(OCCN(C)C(=O)c2cc(COc3ccc(F)cc3F)on2)cc1,-9.0%,-19.9%,-6.4%
Cc1ccc(/C(N)=N/OC(=O)CN(C)S(=O)(=O)c2ccc(C)cc2)cc1,-1.2%,-7.8%,-0.5%
CCc1c(C)sc2c1CCN(C(=O)Nc1ccccc1C(=O)OC)C2c1ccc(F)cc1 (centres undefined),-9.4%,?,1.2%
CC1CC(=O)Nc2ccccc2N1C(=O)COc1cc(Cl)ccc1Cl (centres undefined),-0.6%,-0.1%,0.4%
CC1(C)CC(=O)/C(=C\c2cccc([N+](=O)[O-])c2)C(C)(C)N1,-3.2%,16.4µM*,-2.7%
COc1ccc(N(CC(=O)Nc2cc(C)on2)S(=O)(=O)c2ccc(Cl)cc2)cc1,-0.7%,-25.4%,0.0%
COc1ccc(C(=O)Nc2ccccc2C)cc1S(=O)(=O)N1CCOCC1,2.0%,12.8%,.

# Entries shown so far that have four or more nitrogen atoms, in the order listed:
SMILES,KAT2A inh,TDP1 cell noCPT,TDP1 block
CCCCN(CC)CCCNC(=O)Cn1ncc2c([nH]c3ccc(C)cc32)c1=O,-2.8%,?,5.3%
O=C(CSc1ncc2c(n1)-c1ccc(Cl)cc1N(Cc1ccccc1)S2(=O)=O)Nc1ccc(F)c(F)c1,-9.0%,18.4µM*,7.9%
Cc1nn(C)c(C(=O)Nc2ccn(Cc3c(F)c(F)cc(F)c3F)n2)c1[N+](=O)[O-],-3.3%,?,6.8%
COc1ccc(OCCSc2nnc(-c3ccccc3)n2N)cc1,-1.2%,?,0.0%
O=C(C[n+]1cc(-c2ccc(Cl)cc2)n2c1CCC2)Nc1nc(-c2ccccc2)cs1,-0.6%,5.8µM*,7.1%
CCN(CC)C(=O)c1sc2c(c1C)c(=O)n(-c1ccc(C)c(C)c1)c(=O)n2Cc1cc(=O)n2c(C)cccc2n1,-10.6%,?,3.4%
COc1ccc(C(=O)Nc2ccnn2C2CCN(Cc3ccccn3)CC2)cc1,-0.9%,21.4%,5.2%
CCC(c1nnnn1CCOC)N1CCN(c2nc3ccccc3s2)CC1 (centres undefined),-2.8%,?,3.6%

# (continued)
SMILES,KAT2A inh,TDP1 cell noCPT,TDP1 block
O=C1CCCC/C1=C\Nc1ccc(C(=O)O)c(O)c1,-2.7%,-1.7%,.
COc1ccc(C(=O)Oc2ccc(/C=N/NC(=O)c3cccnc3)cc2OC)cc1,-1.7%,-14.3%,-2.6%
O=C(CN1CCCC1)Nc1cccc(Cl)c1Cl,-17.6%,-9.3%,.
O=[N+]([O-])c1cnc2nc(-c3ccncc3)nn2c1O,1.9%,-9.3%,1.8%
O=C(Nc1nncs1)C1c2ccccc2Oc2ccccc21,-6.3%,-22.2%,2.0%
CCOC(=O)c1cc(-c2ccccc2)n(CCCC(=O)Nc2cccc(Cl)c2C)c1C,-2.1%,?,1.9%
COc1cccc(CNC(=O)C2CCCN(S(=O)(=O)N3CC(C)CC(C)C3)C2)c1 (centres undefined),-5.5%,-6.4%,7.9%
COc1cc(C(=O)OCc2csc(CC(=O)Nc3ccccc3C)n2)ccc1OCC(C)C,-1.5%,?,3.9%
Cc1cccc(CNCc2ccccc2)c1,-5.6%,?,-5.6%
COC(=O)c1[nH]c2cc(OC)c(OC)cc2c1NC(=O)CN1CCN(Cc2ccccc2)CC1,-16.5%,.,4.1%
O=C(NCCC1=CCCCC1)c1ccc2c(c1)N(Cc1ccccc1)C(=O)CS2,-9.3%,20.6µM*,5.3%
COc1ccc(Nc2nc(CC(C)=O)ns2)cc1OC,-3.5%,-14.8%,5.2%
CCOc1cc(CNCCc2ccc(S(N)(=O)=O)cc2)ccc1OCC(=O)NC(C)(C)C,.,?,2.0%
Cc1oc(C2CC2)cc1C(=O)O,-2.0%,14.1%,-1.0%
S=c1[nH]nc(-c2cccnc2)n1/N=C/c1ccccc1,-5.7%,-12.9%,7.0%
COc1ccc(N2C(=O)CSC2c2cccc(F)c2)cc1 (centres undefined),-21.8%,-21.1%,.
CCC(=O)N1CCCc2cc(S(=O)(=O)N3CCC(C(=O)Nc4cccc(Cl)c4)CC3)ccc21,-4.8%,?,0.0%
COc1ccc(CNC(=O)c2cnc3sc(N4CCCC4)nn3c2=O)cc1OC,-11.5%,?,1.9%
COC(=O)C1=C(C)Nc2nc3ccccc3n2C1c1cc(OC)c(OC)c(OC)c1 (centres undefined),-5.1%,-11.1%,6.0%
CCCC(=O)Nc1ncnc2c1ncn2[C@@H]1O[C@@H]2COP(=O)(O)O[C@H]2[C@H]1OC(=O)CCC,-3.1%&50.0%&-3.6%,4.2%&-1.0%&-14.4%&-27.7%,-8.2%
COc1cccc(NC(=O)C23CCC(C)(C(=O)O2)C3(C)C)c1 (centres undefined),0.3%,2.3%,4.7%
Cc1ccc(OCC(=O)N2CCC3(CC2)CC(=O)c2ccccc2O3)cc1,-9.5%,13µM*,-9.1%[0.505 µM]
S=c1[nH]c2cc(Cl)ccc2s1,-23.1%,-5.3%,3.0%
Cc1ccc(C(=O)OCC(=O)Nc2ccccc2)cc1S(=O)(=O)N1CCCCC1,-1.5%,-7.7%,.
Cc1cc(C)c2oc(-c3ccc(NC(=O)c4cc(Br)ccc4Cl)cc3)nc2c1,-15.2%,?,-1.3%[12.3 µM]
COc1ccc(S(=O)(=O)N(CC(=O)NCc2cccnc2)c2ccc(F)cc2)cc1OC,-0.5%,.,5.1%
CCOc1ccc(NS(=O)(=O)c2ccc3[nH]cc(C(=O)N(CC)CC)c(=O)c3c2)cc1,0.0%,-2.1%,-11.6%
CCCN(Cc1nnc(-c2cccs2)o1)C(=O)CN1C(=O)NC2(CCC(C)CC2)C1=O (centres undefined),-2.2%,-26.1%,0.0%
COc1cccc(NC(=O)N2CCC(C(=O)Nc3ccc(C)cc3C)CC2)c1,-1.5%,23.9%,1.0%
Cc1ccc(C(=O)NC(=S)Nc2ccccc2C)cc1,?,-18.2%,-5.1%
S=C(Cc1cccnc1)N1CCOCC1,-9.8%,?,1.2%
Cc1oc(-c2ccc(F)cc2)nc1CN(Cc1ccccn1)CC1CCCO1 (centres undefined),-1.8%,29.1µM*,6.1%
O=C(COC(=O)C1=COCCO1)Nc1ccc(F)c(F)c1,1.5%,-18.3%,.
CC1(C)OC(=O)C2(Cc3cc(C(F)(F)F)ccc3N3CCCCC32)C(=O)O1 (centres undefined),.,-24.0%,-0.5%
c1csc(-c2cn3ccc4ccccc4c3n2)c1,4.7%,-18.6%,-2.8%
COC(C(=O)NNC(=O)CCc1ccccc1)c1ccccc1 (centres undefined),-2.5%,11.6%,-6.3%
COc1ccccc1-c1cc(C(=O)Nc2cc(C)n(Cc3ccc(Cl)cc3)n2)no1,21.5%,-16.9%,4.4%
Cc1ccc(NC(=S)NC2CC3CCCC(C2)N3Cc2ccco2)cc1 (centres undefined),-4.8%,?,2.4%
O=C1c2cccc3cccc(c23)C(=O)N1c1nncs1,-1.8%,?,5.1%
CN(C)/C=C1\Oc2ccc3ccccc3c2C1=O,-23.2%,-11.8%,2.9%
COC(=O)C1=C(C)NC(=O)CC1c1ccccc1F (centres undefined),3.2%,-6.2%,0.0%
O=C(c1ccc(Cl)nc1)N1CCN(S(=O)(=O)c2ccc(Cl)cc2)CC1,-1.0%,?,-0.6%
Cc1ccc(C(=O)NC(=S)NNC(=O)CC#N)cc1,0.9%,1.2%,0.0%
CN1CCN(S(=O)(=O)c2cccc(C(=O)NCc3ccc(Cl)cc3)c2)CC1,-9.1%,17.2%,-2.7%
COc1ccc2cc(C(=O)C3CCCN(C(=O)c4cccnc4)C3)ccc2c1 (centres undefined),-1.6%,?,5.7%
Nc1cccc(S(=O)(=O)Nc2ccc(Br)cc2)c1,-0.1%,-2.7%,.
Cc1cccc(N2CCN(C(=O)c3ccc(Cl)c(S(=O)(=O)N4CCc5ccccc5C4)c3)CC2)c1C,-0.9%,14.6µM*,2.3%

# A portion of the library; the hit share may differ from the screen's.
